GLP1R ag: qHTS of GLP-1 Receptor Agonists. HEK293 GLP-1R CRE-luciferase, luminescence, 4-6 h; cells express a hypersensitive GLP-1R form. Potency, µM (highest dose often 45.6 µM), for the others: top-dose activation, hits mostly activators. 380,000 tested, 0.007% active; further: potency means the concentration at half of the fitted maximal effect; % of control where 0% means no effect
D3 ag: qHTS of D3 Dopamine Receptor Agonist: qHTS; D(3) dopamine receptor (Homo sapiens), P35462; AID 652048, 2013; D3R DiscoveRx beta-arrestin cells, luminescence, 90 min; 410,000 tested, 0.58% active; max activation, %; in the data active means max activation above about 30%; further: 0% is about no effect; mostly tested at two doses, the higher about 12 µM
Target sequence (P35462 whole entry, looked up): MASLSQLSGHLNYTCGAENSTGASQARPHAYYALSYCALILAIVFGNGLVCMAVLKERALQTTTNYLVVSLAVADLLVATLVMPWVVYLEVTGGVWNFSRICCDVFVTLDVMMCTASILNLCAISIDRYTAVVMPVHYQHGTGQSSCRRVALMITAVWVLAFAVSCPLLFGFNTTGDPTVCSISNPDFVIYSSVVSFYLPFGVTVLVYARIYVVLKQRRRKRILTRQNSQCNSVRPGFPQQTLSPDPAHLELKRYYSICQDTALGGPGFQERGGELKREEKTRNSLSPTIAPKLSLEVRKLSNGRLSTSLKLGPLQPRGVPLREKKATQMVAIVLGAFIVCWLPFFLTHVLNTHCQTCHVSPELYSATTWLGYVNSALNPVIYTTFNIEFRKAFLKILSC
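Agonist mode: compounds and dopamine controls were applied to plated cells for 90 min at 37 degrees C after an overnight attachment at 1500 cells/well. Luminescent read-out followed 30 - 60 minutes at room temperature with DiscoveRx detection reagent.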
PLK1 PBD block: qHTS for Inhibitors of PLK1-PDB (polo-like kinase 1 - polo-box domain): Primary Screen. Potency, µM, for inactives: max response, negative = inhibition, usual class: inhibitors. Plk1 PBD binding of FITC phosphopeptide, fluorescence polarization. Serine/threonine-protein kinase PLK1 (Homo sapiens), P53350. 360,000 tested, 2.8% active; further: potency means the concentration at half of the fitted maximal effect; series mostly up to about 57 µM; on the % scale 0 is the no-effect control and ±100 the full control effect; nearly all actives have a fitted effect of over 65% in size
Target sequence (P53350 whole entry, looked up, the tested form may be a part): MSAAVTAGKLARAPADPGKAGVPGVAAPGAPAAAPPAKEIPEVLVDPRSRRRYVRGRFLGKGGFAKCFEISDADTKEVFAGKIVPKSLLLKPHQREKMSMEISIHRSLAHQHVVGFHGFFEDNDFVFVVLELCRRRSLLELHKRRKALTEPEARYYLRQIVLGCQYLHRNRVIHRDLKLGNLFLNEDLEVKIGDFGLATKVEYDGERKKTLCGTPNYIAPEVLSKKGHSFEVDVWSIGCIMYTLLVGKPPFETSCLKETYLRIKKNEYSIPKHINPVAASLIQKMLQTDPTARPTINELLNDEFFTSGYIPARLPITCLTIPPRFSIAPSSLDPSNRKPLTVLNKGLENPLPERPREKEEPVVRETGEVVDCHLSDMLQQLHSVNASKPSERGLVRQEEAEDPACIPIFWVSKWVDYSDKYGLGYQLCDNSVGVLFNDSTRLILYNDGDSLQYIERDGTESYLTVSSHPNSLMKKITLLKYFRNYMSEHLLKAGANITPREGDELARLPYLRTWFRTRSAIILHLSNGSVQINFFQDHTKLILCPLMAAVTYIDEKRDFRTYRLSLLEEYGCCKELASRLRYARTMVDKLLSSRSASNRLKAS
HEK293 tox: qHTS of GLP-1 Receptor Inverse Agonists: Cytotox Screen; HEK293 cAMP-luciferase reporter cells, luminescence, 24 h; Potency, µM (highest dose often 38.3 µM), inactives show at the top dose activity change, negative = inhibition, hits mostly inhibitors; 410,000 tested, 0.13% active; AID 624418, 2012;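 further: loss of luciferase light is scored as toxicity; potency means the concentration at half of the fitted maximal effect; on the % scale 0 is the no-effect control and ±100 the full control effect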
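A 23 nL compound transfer followed 12 hours of cell culture at 37 deg C; exposure then lasted 24 hr. Luciferase assay detection reagent was dispensed and plates read for luminescence after a 12 min room-temperature wait.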
GLP-1R inv ag: qHTS of GLP-1 Receptor Inverse Agonists (Inhibition Mode) | Glucagon-like peptide 1 receptor (Homo sapiens), P43220 | HEK293 GLP-1R CRE-luciferase, luminescence, 24 h; GLP-1R form is constitutively active | Potency, µM (series often up to 38.3 µM), inactives show at the highest dose activity change, negative = inhibition, hits mostly inhibitors | 410,000 tested, 1.6% active | AID 624417, 2012; further: potency means the concentration at half of the fitted maximal effect; on the % scale 0 is the no-effect control and ±100 the full control effect; nearly all actives have a fitted effect of over 55% in size
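qHTS in 1536-well format: reporter HEK293 cells expressing constitutive GLP-1R activity in DMEM + 10% Nu serum, 24 hr with compounds at 37 deg C, luminescence read after 12 min with detection reagent.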
WRN helicase inh: qHTS for Inhibitors of WRN Helicase; AID 651768, 2012; Bifunctional 3'-5' exonuclease/ATP-dependent helicase WRN (Homo sapiens), Q14191; WRN helicase unwinding, fluorescent forked duplex, kinetic; Potency, µM (doses to about 114 µM), for the others: at the highest dose activity change, negative = inhibition, usual class: inhibitors; 360,000 tested, 0.46% active; further: potency means the concentration at half of the fitted maximal effect; on the % scale 0 is the no-effect control and ±100 the full control effect; nearly all actives have a fitted effect of over 55% in size
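Fluorescence dequenching readout, ex 525 nm/em 598 nm, kinetic mode: forked duplex DNA (100 nM final) with adjacent fluorophore and quencher unwound by WRN (20 nM final) with 2 mM ATP. Compound preincubation 15 min, room temperature.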
IL-2 act: qHTS of IL-2 Activators; IL-2 activation reporter assay, cell-based qHTS; stimulated with anti-CD3/CD4/CD28 beads; in transgenic mouse T cells; activation, % (series mostly up to about 46 µM); 360,000 tested, 0.065% active; in the data active means activation above about 50%; inconclusive means mostly about 30% to 49%; further: 0% is about no effect
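EGFP and DsRed fluorescence is measured by plate cytometry in unstimulated transgenic mouse T cells exposed to compound for 60 minutes, then stimulated 18 hours at 37 degrees C with anti-CD3/anti-CD4 beads plus anti-CD28.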
DRD3 antagonist: qHTS of D3 Dopamine Receptor Antagonist: qHTS | D(3) dopamine receptor (Homo sapiens), P35462 | D3R cells, DiscoveRx beta-arrestin luminescence, antagonist mode; stronger effect = lower value | max response, negative = inhibition, % | 360,000 tested, 2.5% active | AID 652054, 2013; in the data active means max response below about -50%; inconclusive means no clear call, values can overlap the other calls; further: on the % scale 0 is the no-effect control and ±100 the full control effect; mostly tested at two doses, the higher about 12 µM
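Cells expressing the human receptor were seeded at 1500 cells/well, incubated overnight at 37 degrees C in 5% CO2, then exposed to library compounds with dopamine controls for 90 minutes at 37 degrees C before luminescent detection.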
PI5P4K alpha inh: qHTS for Inhibitors of phosphatidylinositol 5-phosphate 4-kinase (PI5P4K) | PI5P4Kalpha enzyme, ADP-Glo luminescence, 60 min; stronger effect = lower value | max response, % | 330,000 tested, 1.2% active | AID 652105, 2013; active means max response of -50% or lower; inconclusive means between -30% and -50%; inactive means -30% or higher; further: value at the top dose of about 77 µM; on the % scale 0 is the no-effect control and ±100 the full control effect
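qHTS, 1536-well: enzyme/substrate mix, compound by pin tool, 5 microM ATP final; RT 60 min; ADP-Glo reagents 1 (45 min) then 2 (30 min); luminescence.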
The depositor's hits bear a star; ? = inconclusive; . = no result given; & = joins results of further samples; [ ] = remark or other dose. Unless noted, the call rests on the fitted dose curve; in most records, active means well fitted curve in the direction sought with a large enough effect; inconclusive means small, poorly fitted or top-dose-only effect, or another doubt; inactive means no such curve, though single readings can be large; an effect the other way counts as inactive or inconclusive.

Structure	GLP1R ag	D3 ag	PLK1 PBD block	HEK293 tox	GLP-1R inv ag	WRN helicase inh	IL-2 act	DRD3 antagonist	PI5P4K alpha inh
Cn1cccc1Cc1nnc(SCC(=O)NC2CCCCC2)n1CCc1ccccc1	3%	-9	-3%	-24%	?	-2%	-5.0	0	-4
CCOc1ccccc1NC(=O)Cn1c(=O)n(Cc2ccccc2)c(=O)c2c1c1cc(C)ccc1n2C	-2%	-1	.	4%	13%	.	.	.	.
CC(C)CNC(=O)CCCc1c[nH]c2ccccc12	8%	6	-4%	-3%	-19%	-14%	1.1	13	6
O=C(Nc1ccc(Cl)cc1)c1csc(-c2ccncc2)n1	23%	-20	-14%	29%	7%	-10%	-0.5	-26	3
CC(C)CCNC(=O)NC(=O)COC(=O)CCN=C1NS(=O)(=O)c2ccccc21	-2%	-6	7%	-3%	6%	-9%[57.1 µM]	-2.1	25	1
CCOc1cc(C(=O)Nc2ccc(-c3nc4cc(C)ccc4o3)cc2)cc(OCC)c1OCC	0%	6	.	-12%	?	.	.	.	.
COc1ccc(C2/C=C\CN(S(=O)(=O)/C=C/c3ccccc3)CC(=O)N2Cc2ccc(F)cc2)cc1 (stereo unspecified)	-1%	-11	1%	11%	?	-2%	1.3	-20	0
O=c1c2c([nH]c3ccccc13)CCCC2	-4%	5	0%	-1%	5%	-1%	0.3	-23	0
COc1ccc(C(C)=O)cc1CSc1nnc(-c2ccncc2)n1C	11%	0	-10%	-4%	5%	-8%	-2.2	-3	-9
Cc1ccc(S(=O)(=O)N(CC(=O)Nc2cccc(C(F)(F)F)c2)C(=O)N2CCN(C)CC2)cc1	-1%	-1	2%	1%	5%	-5%	-0.8	14	8
COc1ccccc1N=Cc1c(O)c2ccccc2oc1=O	9%	-30	-6%	13%	5%	-5%	-3.5	-14	6
CC(C)OC(=O)C(CC(=O)O)N1CCOCC1 (stereo unspecified)	-6%	5	0%	-10%	36%[activator]	2%	0.0	36	3
O=C(CC1SC(=NCCc2ccccc2)N(/N=C/c2cccs2)C1=O)Nc1ccc(Cl)cc1 (stereo unspecified)	7%	2	-10%	?	?	-5%	-3.8	?	16
CC1CCCC(NC(=O)COC(=O)c2n[nH]c3ccccc23)C1C (stereo unspecified)	0%	-1	-8%	-18%	-27%	-2%	0.9	-7	9
CCc1ccc(N/C(=N/c2nc(C)cc(C)n2)NC(C)=O)cc1	-5%	17	-5%	-12%	-10%	-8%[57.1 µM]	-1.5	-11	8

Structure	GLP1R ag	D3 ag	PLK1 PBD block	HEK293 tox	GLP-1R inv ag	WRN helicase inh	IL-2 act	DRD3 antagonist	PI5P4K alpha inh
CC(=O)Nc1ccc(S(=O)(=O)NCCS(=O)(=O)N2CCN(c3ccccc3F)CC2)cc1	-2%&0%	4&0	-19%	0%&5%	-13%&-10%	-8%	-0.7	1	4
CCc1c(C)nc(SCC(=O)Nc2ccc(Br)cc2)[nH]c1=O	-1%	0	-13%	4%	9%	-1%	-0.2	3	2
CC(=O)NC(c1ccc(Cl)cc1)c1ccc2cccnc2c1O (stereo unspecified)	0%	1	-13%	?	?	7%	-0.9	37	1
Cc1cc(=O)n(C(C)Cc2ccccc2)n1C(C)Cc1ccccc1 (stereo unspecified)	3%	-4	2%	-5%	-2%	-1%	-3.1	20	-1
COc1ccc(/C(C)=N/NC(=O)CNC(=O)/C=C/c2ccccc2OC)cc1	9%	-4	-9%	-6%	-3%	0%	1.4	1	-18
Cc1ccc(NC(=O)c2ccc(CSc3nnc(-c4ccncc4)n3C)cc2)c(C)c1	3%	-10	-4%	-7%	1%	-5%	0.4	0	-5
CCCn1c(=O)c(Cc2ccccc2)c(O)c2ccccc21	16%	-8	-11%	12%	1%	?	0.0	17	3
CCS(=O)(=O)NC(C)C(c1cccs1)N1CCN(c2ccc(OC)cc2)CC1 (stereo unspecified)	-2%	2	5%	2%	-8%	1%	-2.8	-23	1
CN1CCN(c2nc3ccccc3nc2C(C#N)C(=O)OC2CCCCC2)CC1 (stereo unspecified)	4%	-10	-9%	8%	-2%	-6%	-2.1	-11	-4
COc1ccc(N2CCN(C(=O)CCCSc3nc4ccccc4[nH]3)CC2)cc1	-9%	-4	-8%	8%	-17%	3%	-2.2	13	-4
O=C(CCn1c(=O)oc2ccccc21)NCCCN1CCCC1=O	7%	-1	-3%	7%	9%	-9%	-1.4	-19	1
CC1CC(C)CN(C(=O)C2CCN(S(=O)(=O)c3cccs3)CC2)C1 (stereo unspecified)	3%	-3	3%	-25%	2%	-2%	1.0	4	-4
Cc1ccc(C(=O)NCCc2cccs2)cc1	-3%	-1	0%	3%	5µM*	-2%	-3.2	1	-1
COc1ccc(C(=O)NCCSCc2ccccc2C)cc1	7%	-1	0%	?	0%	-11%	0.9	0	-2
CCOC(=O)C(=Cc1ccc(Br)cc1)C(=O)OCC	-9%	-17	17µM*	?	?	?	-0.9	-108*	14

Structure	GLP1R ag	D3 ag	PLK1 PBD block	HEK293 tox	GLP-1R inv ag	WRN helicase inh	IL-2 act	DRD3 antagonist	PI5P4K alpha inh
Cc1cccc(-c2nnn(CC/C(N)=N/O)n2)c1	-3%	0	0%	-5%	2%	8%	-2.7	9	1
Cc1cc(C)n2nc3nc(N4CCCCC4)nc(-c4ccco4)c3c2n1	0%	-2	?	-8%	22%	?	-3.5	?	-56*
COc1ccc(OCc2cc(C(=O)NCC3CCOCC3)no2)c(Cl)c1	16%	-4	-10%	-9%	-22%	-4%	-1.1	-15	-10
COc1ccc(-n2nc(C(=O)NCC(=O)NCCc3ccc(OC)c(OC)c3)c3ccccc3c2=O)cc1Cl	17%	5	-10%	-15%	-30%	4%	-0.2	45	5
COc1ccc(CN2CCOCC2)cc1	-9%	-5	-5%	1%	2%	6%	-0.5	-22	1
O=C(Cc1coc2cc(O)ccc12)N1CCN(S(=O)(=O)c2ccc(Br)cc2)CC1	1%	-5	-7%	2%	?	-3%	-0.1	-21	?
CN(C1CCCCC1)S(=O)(=O)c1ccc2c(c1)c(=O)c(C(=O)NCCCN1CCCC1)cn2C	-2%	-4	-11%	0%	-2%	-3%	1.9	12	2
Cc1ccc(/C=C/c2nnc(-c3ccccc3)o2)cc1	-9%	-3	-6%	10%	-1%	-6%	-2.2	-3	.
Cc1ccccc1NC(=O)CSc1nccn1C	-6%	7	.	6%	-2%	.	.	.	.
CCn1c(SCc2ccccc2)nc2c(c1=O)SCC2	1%	-1	2%	4%[7.66 µM]	5%[7.66 µM]	-6%	-0.7	13	-2
CCOC(=O)C1CCN(S(=O)(=O)c2ccc(NC(=O)c3ccco3)cc2)CC1	-5%	10	13%	-2%	-3%	-8%	-0.8	4	0
Cc1ccc(S(=O)(=O)NCCC(=O)Nc2nnc(C3CC3)s2)cc1C	0%	-4	-4%	-12%	6%	-5%	-2.0	38	-3
COc1ccc(-n2nnnc2SCC(=O)NC2CC2)cc1	-7%	2	0%	12%	4%	-2%	3.4	11	3
Cc1cnc(C(=O)OCC(=O)Nc2ccc(Cl)cc2)cn1	-1%	-8	-10%	18%	8%	20%	0.5	-8	-3
CCNC(=O)C1CCCN(Cc2ccc3ccccc3c2Br)CC1 (stereo unspecified)	0%	-9	-12%	5%	-6%	-3%	-0.2	-6	-2

Structure	GLP1R ag	D3 ag	PLK1 PBD block	HEK293 tox	GLP-1R inv ag	WRN helicase inh	IL-2 act	DRD3 antagonist	PI5P4K alpha inh
CCCCc1nc(C(N)=O)c2[nH]c(=O)n(-c3ccc(OC)cc3OC)c2n1	3%	-5	7%	6%	14%	-3%	-0.6	6	2
Cc1cccc(N(CC(=O)NC2CCCC2)C(=O)c2cc3cc4cccc(C)c4nc3s2)c1C	-4%	-15	-5%	0%	4%	1%	-1.4	-28	.
Cc1nc2ccc(F)cc2cc1C(=O)Nc1ccc(Cl)c(Cl)c1	-13%	-4	-11%	-4%	11%	4%	-2.3	6	-20
Cc1cccc(NC(=O)CSc2nnc(CNC(=O)c3ccco3)n2C)c1	2%	4	-10%	-1%	2%	-1%	0.0	-4	-5
COc1ccc(/C=N/N2CCN(C)CC2)c(OC)c1OC	1%	1	0%	0%	18%	2%	-0.6	17	-3
COC(=O)CCC(=O)Nc1nc(-c2ccccc2)cs1	-3%	-5	-15%	-10%	-14%	6%	-2.9	-22	7
O=C(NN1C(=O)c2ccccc2C1=O)c1ccncc1	-1%	-8	-3%	32%[activator]	17%	-4%	0.3	-24	6
CCOC(=O)C1C(=O)C=C(c2ccc([N+](=O)[O-])cc2)CC1c1ccccc1 (stereo unspecified)	0%	0	-13%	22%	?	-4%	-0.6	17	0

Profiles from above.
COc1ccc(/C=N/N2CCN(C)CC2)c(OC)c1OC is listed as GLP1R ag: 1%; D3 ag: 1; PLK1 PBD block: 0%; HEK293 tox: 0%; GLP-1R inv ag: 18%; WRN helicase inh: 2%; IL-2 act: -0.6; DRD3 antagonist: 17; PI5P4K alpha inh: -3
CCCCc1nc(C(N)=O)c2[nH]c(=O)n(-c3ccc(OC)cc3OC)c2n1 is listed as GLP1R ag: 3%; D3 ag: -5; PLK1 PBD block: 7%; HEK293 tox: 6%; GLP-1R inv ag: 14%; WRN helicase inh: -3%; IL-2 act: -0.6; DRD3 antagonist: 6; PI5P4K alpha inh: 2
